# Screening results: PubChem, several laboratories
# DSG3 Ab inh: human desmoglein-3 autoantibody binding inhibition | P32926 | DSG3-coupled beads, scFv-anti-DSG3-GFP binding, flow cytometry; active compounds read low | binding (percent of control), % at 10 µM | hit rate 0.48% among 310,000 | AID 588358;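 active means binding more than 3 SD below its plate's average and above zero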;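 further: hits lower antibody fragment binding to DSG3; some compounds called inactive have numbers as strong as hits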
# SR-BI uptake up: activators of SR-BI mediated HDL lipid uptake; CHO ldlA[mSR-BI] cells, DiI-HDL uptake fluorescence, 3 h; 100 = double the neutral-control signal; activation, % at 12.5 µM; hit rate 0.096% among 320,000; AID 504775;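 active means mean replicate activation of at least 60% and every replicate at or above 60%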;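 further: 0% = median plate neutral-control signal and 100% = twice that signal; values of inactives mirror those of a sister screen read the other way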
#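 System: LDL receptor-deficient CHO ldlA cells overexpressing murine SR-BI | Timing: 3 h uptake period with compound, 37 °C | Medium: HEPES-buffered (25 mM, pH 7.4) F12 plus 0.5% BSA | Dosing: Single-point compound dose | Signal: Bottom-read fluorescence, 550/595 nm | Read-out: Retained DiI signal reflecting DiI-HDL uptake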
# MITF TRPM1 HTS: MITF TRPM1 promoter activation in melanoma cells; SK-MEL-5 TRPM1-promoter luciferase, 24 h; % of positive control, neutral wells = 0; activation, % at 12.5 µM; hit rate 0.75% among 300,000; AID 588334;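 active means mean activation of at least 80% with every replicate also reaching 80%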;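 further: 0% = neutral control wells and 100% = parthenolide positive control wells; values of inactives mirror those of a sister screen read the other way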
# SR-BI HDL uptake: inhibitors of mouse SR-BI mediated HDL lipid uptake | Q61009 | inhibition, % at 12.5 µM | ldlA[mSR-BI] CHO cells, DiI-HDL uptake fluorescence, 3 h | hit rate 0.96% among 320,000;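 active means mean replicate inhibition of at least 70% and a set share of replicates each scoring 70 or more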;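 further: 0% = median of neutral control wells and 100% = median of positive control wells; values of inactives mirror those of a sister screen read the other way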
# Arr AP2 block: inhibitors of human beta-arrestin and AP2 interaction; FITC-arrestin peptide / GST-AP2 beads, flow cytometry; AP2 beta2 appendage carries R879A mutation; hit rate 0.31% among 340,000; inhibition, % at 10 µM; AID 504490;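 active means inhibition above a set limit, near 3 SD of compounds lacking own fluorescence, cut at about 54% in these data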;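 further: plate controls were DMSO wells for no effect and 5 µM unlabelled arrestin peptide for full effect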
#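 System: GST-AP2 R879A bound to glutathione beads, E. coli-expressed. Also added: 50 nM FITC-arrestin peptide. Schedule: compound with beads 12 min RT, then probe 1 h RT. Signal: bead flow cytometry, FITC channel. Read-out basis: percent response.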
# PKA-R2B activ: activators of human PKA-R2B complex | activation, % at 11.4 µM | hit rate 0.079% among 340,000 | AID 504700 | PKA-R2B holoenzyme dissociation, Cy5-IP20 fluorescence polarization; R2B truncated from residue 108, S112A mutant; 0% DMSO only, 100% 113 µM cGMP;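 active means activation above a cutoff set at the mean over all compounds plus 3 SD, cut at about 18% in these data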;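 further: higher means more holoenzyme dissociation and a rise in polarization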
# PKA-R1A act: activates the PKA-R1A holoenzyme complex | PKA-R1A dissociation, Cy5-IP20 fluorescence polarization; scaled: DMSO 0%, 113 µM cGMP 100% | AID 504707 | hit rate 0.083% among 340,000 | P00514+P68181 | activation, % at 11.4 µM;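 active means percent activation above the mean of all tested compounds plus 3 SD, cut at about 19% in these data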;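 further: higher means more PKAc released from R1A so a rise in polarization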
# CDK5 p35 inh: inhibitors of human CDK5/p35 kinase; Q00535+Q15078; hit rate 0.01% among 330,000; inhibition, % at 10 µM; Recombinant CDK5/p35, ADP-Glo luminescence, 60 min; AID 488839;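 active means highest replicate inhibition of at least 50% and at least 75% of replicates reaching 50%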;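 further: plate controls were DMSO neutral control for no effect and GW8510 at 10 µM for full effect; many of its hits are not listed in these tables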
# Target sequence (Q00535 whole entry, looked up): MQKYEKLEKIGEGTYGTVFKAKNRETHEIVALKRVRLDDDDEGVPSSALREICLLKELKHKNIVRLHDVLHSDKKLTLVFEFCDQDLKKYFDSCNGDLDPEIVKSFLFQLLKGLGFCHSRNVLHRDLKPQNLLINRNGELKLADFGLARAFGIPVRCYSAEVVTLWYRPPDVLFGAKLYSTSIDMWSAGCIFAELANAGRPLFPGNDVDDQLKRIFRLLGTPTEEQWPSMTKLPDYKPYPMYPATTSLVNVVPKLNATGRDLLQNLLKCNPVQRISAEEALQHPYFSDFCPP
# Target sequence (Q15078 whole entry, looked up): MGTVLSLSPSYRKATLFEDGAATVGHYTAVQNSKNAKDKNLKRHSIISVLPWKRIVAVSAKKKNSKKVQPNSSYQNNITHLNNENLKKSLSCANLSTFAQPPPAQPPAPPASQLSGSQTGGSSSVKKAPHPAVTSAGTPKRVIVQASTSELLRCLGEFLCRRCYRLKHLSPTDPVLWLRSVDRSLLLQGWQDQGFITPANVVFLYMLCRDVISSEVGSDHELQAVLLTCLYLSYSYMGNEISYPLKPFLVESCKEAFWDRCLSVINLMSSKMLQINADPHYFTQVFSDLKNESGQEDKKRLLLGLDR
# NSD2 HMT inh: inhibitors of human histone methyltransferase NSD2; O96028; hit rate 0.54% among 310,000; inhibition, % at 12.5 µM; NSD2 peptide methylation, AlphaScreen, 120 min; in the data active means inhibition above about 50%
# dFosB activator: mouse delta FosB homodimer activation; AID 493131; purified delta FosB, TAMRA-CDK5 oligo fluorescence polarization; percent of positive-control signal above neutral wells; activation, % at 25 µM; hit rate 0.99% among 340,000;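 active means mean activation above about 17%, with every replicate also reaching it, limit read from the data, passing the limit was not always enough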;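 further: fluorescence polarization rise as delta FosB binds a TAMRA Cdk5 AP-1 oligo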
# Target sequence (P13346 whole entry, looked up): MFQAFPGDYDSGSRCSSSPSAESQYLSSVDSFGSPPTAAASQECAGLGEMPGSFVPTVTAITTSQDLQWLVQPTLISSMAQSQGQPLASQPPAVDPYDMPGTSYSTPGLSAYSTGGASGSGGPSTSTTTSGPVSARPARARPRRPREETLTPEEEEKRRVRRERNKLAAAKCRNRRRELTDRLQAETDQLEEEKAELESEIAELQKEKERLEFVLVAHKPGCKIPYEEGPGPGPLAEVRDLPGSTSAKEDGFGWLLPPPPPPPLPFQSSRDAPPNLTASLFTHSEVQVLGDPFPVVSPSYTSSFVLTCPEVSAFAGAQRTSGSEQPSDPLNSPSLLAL
# SUMO Mot1 rescue: blocks SUMOylation pathway, rescuing yeast Mot1-301 growth. S. cerevisiae Mot1-301 growth rescue, ATP luminescence, 38.5C; percent above DMSO median, 100 means doubled. growth rescue, % at 18.8 µM. hit rate 1% among 320,000;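 active means every valid replicate shows activation above 250% relative to neutral control wells; inactive means the rest, any valid replicate at or below 250%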;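 further: OY570 slx delta 5 strain wells were the positive control but not used for scaling; some compounds called inactive have numbers as strong as hits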
# Starred values were filed as active, the others as inactive; nt = not tested or not shown. An unsorted share of the library; 4.7% or so of the library scored in one or more.
smiles	DSG3 Ab inh	SR-BI uptake up	MITF TRPM1 HTS	SR-BI HDL uptake	Arr AP2 block	PKA-R2B activ	PKA-R1A act	CDK5 p35 inh	NSD2 HMT inh	dFosB activator	SUMO Mot1 rescue
CN(Cc1nc(-c2cccnc2)no1)S(=O)(=O)c1ccccc1	nt	15	0	-15	-7	-3	-2	1.8	0	-1	-3
CC(C)C(=O)N1CCN(c2ccc(NC(=O)c3ccc4c(c3)OCCO4)cc2Cl)CC1	nt	-69	-16	69	12	7	-13	-1.3	1	-4	-14
C=C[C@@H]1c2cc(C)ccc2N(S(=O)(=O)c2ccc(C)cc2)[C@H](c2ccccc2C(F)(F)F)C1(C#N)C#N	94	-8	nt	8	3	-7	-5	-1.0	nt	-3	1
COc1ccc(N=Nc2nc(-c3ccccc3)c(-c3ccccc3)[nH]2)cc1	103	-32	5	32	nt	-10	-5	nt	-1	2	-4
COCCCN1CC(=O)N2C(c3cccc(OC)c3OC)c3[nH]c4ccccc4c3C[C@H]2C1=O (some centres not stated)	104	15	12	-15	0	4	-8	0.3	-2	-6	-8
COc1cccc(NC(=O)CSc2nccn2-c2cccc(OC)c2)c1	108	-20	nt	20	33	6	-5	0.6	12	-6	-17
CCc1cc2c(COC(=O)c3cc(S(=O)(=O)N4CCOCC4)ccc3F)cc(=O)oc2cc1O	nt	-78	-20	78*	-1	2	-15	1.4	-1	0	12
Cc1ccc(S(=O)(=O)N2CCC(C(=O)OCC(=O)N3CCCC3=O)CC2)cc1C	109	32	-5	-32	33	10	-6	-1.2	-1	-1	111
Cc1nnc(NC(=O)c2ccc(S(=O)(=O)N3CCCCC3)cc2)s1	nt	18	1	-18	-1	-3	12	0.7	5	1	-1
CC12CCCCN1CCCc1c2[nH]c2ccccc12 (configuration not stated)	108	13	-6	8	4	3	0	-0.2	6	-2	-7
Cc1nn2cc(-c3ccccc3)nc2s1	102	21	53	-21	1	3	1	-11	0	-5	6
COc1cccc(C(=O)Oc2cc(C)[nH]c(=O)c2[N+](=O)[O-])c1OC	102	15	nt	-15	1	9	-6	0.2	nt	-1	-7
CC12CCC(C(=O)O)(c3nc(C#N)c(C#N)nc31)C2(C)C (configuration not stated)	97	1	-3	-1	6	-8	-14	-8.0	0	-7	-13
Cc1ccc2c(CC(=O)Nc3nc(C)cs3)coc2c1	nt	nt	nt	nt	7	3	-7	-2.5	0	-8	9
O=C(Cn1ccc2ccccc2c1=O)N1CCN(Cc2ccc3c(c2)OCO3)CC1	nt	11	9	-11	4	0	5	-1.1	4	-8	500
COc1ccc(-c2cc(C(=O)Nc3cccc(O)c3)no2)cc1	111	1	-8	-1	30	-3	5	1.1	-1	-8	-19
C[C@@H]1CN([C@@H](C)CO)C(=O)c2cc(NC(=O)Nc3ccccc3)ccc2O[C@H]1CN(C)C(=O)Nc1cccc2ccccc12	100	-3	-8	3	-8	2	-5	0.2	nt	-9	-19
CCOc1ccc(S(=O)(=O)N2CCN(C)CC2)cc1NC(=O)c1ccccc1F	nt	4	-5	-4	2	4	1	0.2	8	-21	20
O=C(NCc1nnc(SCC(=O)N2CCCC2)o1)c1ccco1	78	18	10	-18	-4	-3	-4	-0.2	-2	-5	-13
CSc1nc2c(c(=O)[nH]1)C(c1ccc(F)cc1)CC(=O)N2 (configuration not stated)	101	9	13	-9	-18	-12	-7	1.3	-3	-1	227
COc1ccc(OC)c(NC(=O)c2ccno2)c1	104	-9	-1	9	-7	-4	-19	-0.6	-3	-2	5
Cc1c2cnn(CC(=O)Nc3c(F)c(F)cc(F)c3F)c(=O)c2c(C)n1Cc1ccccc1F	93	-5	2	5	-17	14	7	-2.2	2	-4	nt
Nc1nnc(SCC(=O)OCC(=O)Nc2ccccc2F)s1	94	21	20	-21	57*	4	-3	-2.1	-1	7	-14
O=C(NCc1ccccc1F)c1cccc(S(=O)(=O)N2CCCCCC2)c1	nt	-8	-3	8	10	-3	-2	-0.3	1	3	-8
CCOc1ccc(/C=C2\CCCc3c2nc2ccccc2c3C(=O)O)cc1OC	nt	26	-4	-26	8	2	10	-1.0	nt	-18	285
Cc1cc(=O)oc2c(C)c(OC3CCCCC3=O)ccc12 (configuration not stated)	97	-27	6	27	16	0	8	0.2	0	-5	-3
CCOc1ccc(S(=O)(=O)N2CCCC(C(=O)NCc3ccccn3)C2)cc1Cl (configuration not stated)	97	9	-5	-9	-15	-8	-13	0.6	-3	-8	-10
COc1ccc(-n2c(=S)[nH]c3sc(-c4ccccc4)cc3c2=O)c(OC)c1	100	15	nt	-15	-9	5	11	-2.4	4	-3	2
Cc1nnc(SCCC#N)n(CCC#N)c1=O	109	7	6	-7	-11	12	-11	-0.5	38	5	nt
COc1ccc(Cl)cc1NC(=O)C/C(C)=N/NC(=O)c1ccccc1[N+](=O)[O-]	107	17	nt	-17	-16	-6	-14	-1.5	1	-2	-4
CC(=O)N1CCc2ccc(S(=O)(=O)N3CC(C)OC(C)C3)cc21 (configuration not stated)	99	-5	-9	5	20	0	8	-0.3	-2	-2	-4
CCOc1cc(C2NC(=O)c3ccccc3O2)ccc1OC (configuration not stated)	108	nt	nt	nt	-11	-4	8	-0.7	-6	-12	-12
Cc1cc(C)nc(NC(=O)c2cccs2)n1	90	-4	9	4	0	6	-3	-2.2	-5	-1	19
Cc1cc(=O)cc(C)n1-c1ccccc1Br	120	-9	nt	9	1	-7	-7	0.3	-1	1	-6
CC(C)(C)c1ccc(N2C(=O)CC(C/C=C/c3ccccc3)C2=O)cc1 (configuration not stated)	106	-7	1	7	0	-4	-1	-0.1	0	-6	-7
Cc1nc2c(nnn2Cc2c(Cl)cccc2Cl)c(=O)[nH]1	100	24	2	-24	1	2	-5	0.9	-1	-5	-14
CCC(C)c1ccccc1OCCCNC1CCCC1 (configuration not stated)	103	-12	-16	12	-15	2	-2	0.5	13	-1	22
COCCCNC(=O)c1cccs1	94	9	-17	-9	-4	6	-7	0.6	-3	5	9
CCOC(=O)C1(Cc2ccccc2)CCCN(C(=O)c2cn[nH]c2)C1 (configuration not stated)	107	8	0	-8	7	1	-5	-1.8	28	-11	-6
CC(C)NC(=O)Cn1c(=O)c2c(ncn2Cc2ccccc2)n(Cc2ccccc2)c1=O	99	12	-1	-12	7	4	10	0.1	-3	6	-9
CCOC(=O)C1CCC/C1=N\NC(=O)CN(c1cc(OC)ccc1OC)S(=O)(=O)c1ccccc1 (configuration not stated)	107	-11	4	11	-11	-9	0	-1.1	-1	-18	152
C[C@H](NC(=O)OCc1ccccc1)C(=O)NNC(=O)[C@H](C)NC(=O)OCc1ccccc1	100	13	9	-13	-6	-18	4	2.4	nt	5	-12
CC(C)c1ccccc1NC(=O)c1ccccc1NC(=O)C1CCCCC1	104	-15	-15	15	6	1	0	0.4	-3	-1	14
C=CCOc1ccc(/C=C/C(=O)OCC(=O)NC2CCCCCCC2)cc1	90	8	0	-8	16	-10	-10	-0.8	-3	-9	18
Cc1ccc(Cn2c(=O)c3c(nc4n3CCCN4Cc3ccccc3)n(C)c2=O)cc1	114	-17	-6	17	1	-1	6	2.7	3	-7	3
Cc1ccc(S(=O)(=O)N2CCOC2CNC(=O)C(=O)NCCN2CCOCC2)cc1 (configuration not stated)	100	8	-8	-8	-17	-10	-5	1.5	-2	-1	-11
O=C(NCc1cccnc1)c1ccc(=O)oc1	96	15	nt	-15	-3	2	0	-3.0	-2	1	0
CCOC(=O)c1c(NCC(C)C)c2ccccc2[nH]c1=O	107	nt	11	-17	-5	4	4	1.1	0	-8	-10
CCC(=O)Nc1cccc(NC(=O)CSc2nc3c(c(=O)n(C)c(=O)n3C)n2C)c1	nt	8	10	-8	-1	-3	4	0.8	-1	-7	-9
CCCc1nc(SCC(=O)c2ccccc2)c2c(=O)n(C)c(=O)n(C)c2n1	108	-19	nt	19	-1	-5	1	-0.6	nt	-14	13

# More structures:
smiles	DSG3 Ab inh	SR-BI uptake up	MITF TRPM1 HTS	SR-BI HDL uptake	Arr AP2 block	PKA-R2B activ	PKA-R1A act	CDK5 p35 inh	NSD2 HMT inh	dFosB activator	SUMO Mot1 rescue
O=C(COc1ccc2c(-c3ccccc3)cc(=O)oc2c1)NCCCN1CCOCC1	96	17	7	-17	-8	5	-1	0.5	-2	-12	-13
CCOC(=O)[C@H]1[C@H]2COc3ccc(OC)cc3[C@@H]2N2C(=O)CN(CCc3c[nH]c4ccccc34)C(=O)[C@@]12C	105	0	-9	3	-1	-4	1	0.4	nt	-2	7
COc1ccc(C(=O)O)cc1S(=O)(=O)N(CCc1ccccc1)Cc1ccccc1	90	5	1	-5	7	-12	-16	-0.6	-9	0	-3
O=C1NC(=O)C(c2cn(-c3ccccc3)nc2-c2ccc(F)cc2)N1 (configuration not stated)	89	-2	-2	2	3	-20	-10	-0.7	5	-8	-18
CC(C)(NO)/C(=N\O)c1ccccc1	nt	16	1	-16	-2	-7	3	0.6	7	-3	-6
COc1ccc(C(=O)NCC(=O)N/N=C(C)\C=C\c2ccccc2)cc1OC	100	-67	-14	67	-18	3	-10	0.8	1	-18	0
CCOc1ccc2oc(-c3ccccc3)c(C(=O)N3CCN(CCO)CC3)c2c1	97	-15	-6	15	14	-11	0	-0.7	1	-8	nt
Cc1cc(=O)nc2c3ccccc3n(CC(=O)NCCCN3CCCCC3C)n12 (configuration not stated)	100	19	-21	-19	1	-17	-3	-0.6	5	0	428
CCCCn1c(N)c(N(CCOC)C(=O)c2cccc(-n3cnnn3)c2)c(=O)[nH]c1=O	100	30	-5	-30	-5	-9	5	-3.7	0	-6	-6
Cc1noc(C)c1NC(=O)N(C)C[C@H]1Oc2ccc(NS(=O)(=O)c3cccs3)cc2C(=O)N([C@H](C)CO)C[C@@H]1C	nt	0	-10	0	3	9	-9	-4.1	nt	-5	-5
COc1ccc(Cc2n[nH]c(=S)n2C)cc1Br	83	9	4	-9	39	1	8	0.3	0	1	22
Cc1cn([C@@H](CCCCNC(=O)OC(C)(C)C)C(=O)NCCCCCCCCCCC(=O)N2CCN(C(=O)OC(C)(C)C)CC2)nn1	99	-52	-63	52	4	1	3	-0.1	nt	-6	-21
